Source: PubChem BioAssay (several laboratories)
TROY NFkB inh – inhibitors of TROY-dependent NF-kB signaling; Q293 LMP1-TROYcd NF-kB luciferase reporter, 4 h; inhibition, % at 10 µM; actives 0.98% (n = 360,000); AID 1347056;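 active = compounds whose plate-normalised and pattern-corrected inhibition of the luciferase reporter signal at the single screening dose is 50% or more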
SRC2 inh – inhibits human steroid receptor coactivator 2. HEK293 GAL4-SRC2 luciferase reporter, luminescence. actives 0.17% (n = 370,000). AID 651957. inhibition, % at 9 µM. Q15596;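 active = inhibition above the mean inhibition of all tested compounds plus 3 SD, set per campaign, cut at about 52% in these data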;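 note: 0% = DMSO treated cells and 100% = cells given Gossypol at 36 µM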
NCOA3 inh – inhibitors of human steroid receptor coactivator 3 (SRC3). Q9Y6Q9. HEK293 GAL4-SRC3 luciferase reporter, luminescence. inhibition, % at 3.6 µM. actives 0.17% (n = 360,000). AID 588352;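 active = inhibition above a per-campaign cutoff, the mean of all compounds plus 3 SD, cut at about 60% in these data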;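 note: 0% = DMSO-treated cells and 100% = gossypol-treated cells at 36 µM; higher means less SRC3-driven luciferase light from the GAL4 reporter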
Target sequence (Q9Y6Q9 whole entry, looked up, the tested form may be a part): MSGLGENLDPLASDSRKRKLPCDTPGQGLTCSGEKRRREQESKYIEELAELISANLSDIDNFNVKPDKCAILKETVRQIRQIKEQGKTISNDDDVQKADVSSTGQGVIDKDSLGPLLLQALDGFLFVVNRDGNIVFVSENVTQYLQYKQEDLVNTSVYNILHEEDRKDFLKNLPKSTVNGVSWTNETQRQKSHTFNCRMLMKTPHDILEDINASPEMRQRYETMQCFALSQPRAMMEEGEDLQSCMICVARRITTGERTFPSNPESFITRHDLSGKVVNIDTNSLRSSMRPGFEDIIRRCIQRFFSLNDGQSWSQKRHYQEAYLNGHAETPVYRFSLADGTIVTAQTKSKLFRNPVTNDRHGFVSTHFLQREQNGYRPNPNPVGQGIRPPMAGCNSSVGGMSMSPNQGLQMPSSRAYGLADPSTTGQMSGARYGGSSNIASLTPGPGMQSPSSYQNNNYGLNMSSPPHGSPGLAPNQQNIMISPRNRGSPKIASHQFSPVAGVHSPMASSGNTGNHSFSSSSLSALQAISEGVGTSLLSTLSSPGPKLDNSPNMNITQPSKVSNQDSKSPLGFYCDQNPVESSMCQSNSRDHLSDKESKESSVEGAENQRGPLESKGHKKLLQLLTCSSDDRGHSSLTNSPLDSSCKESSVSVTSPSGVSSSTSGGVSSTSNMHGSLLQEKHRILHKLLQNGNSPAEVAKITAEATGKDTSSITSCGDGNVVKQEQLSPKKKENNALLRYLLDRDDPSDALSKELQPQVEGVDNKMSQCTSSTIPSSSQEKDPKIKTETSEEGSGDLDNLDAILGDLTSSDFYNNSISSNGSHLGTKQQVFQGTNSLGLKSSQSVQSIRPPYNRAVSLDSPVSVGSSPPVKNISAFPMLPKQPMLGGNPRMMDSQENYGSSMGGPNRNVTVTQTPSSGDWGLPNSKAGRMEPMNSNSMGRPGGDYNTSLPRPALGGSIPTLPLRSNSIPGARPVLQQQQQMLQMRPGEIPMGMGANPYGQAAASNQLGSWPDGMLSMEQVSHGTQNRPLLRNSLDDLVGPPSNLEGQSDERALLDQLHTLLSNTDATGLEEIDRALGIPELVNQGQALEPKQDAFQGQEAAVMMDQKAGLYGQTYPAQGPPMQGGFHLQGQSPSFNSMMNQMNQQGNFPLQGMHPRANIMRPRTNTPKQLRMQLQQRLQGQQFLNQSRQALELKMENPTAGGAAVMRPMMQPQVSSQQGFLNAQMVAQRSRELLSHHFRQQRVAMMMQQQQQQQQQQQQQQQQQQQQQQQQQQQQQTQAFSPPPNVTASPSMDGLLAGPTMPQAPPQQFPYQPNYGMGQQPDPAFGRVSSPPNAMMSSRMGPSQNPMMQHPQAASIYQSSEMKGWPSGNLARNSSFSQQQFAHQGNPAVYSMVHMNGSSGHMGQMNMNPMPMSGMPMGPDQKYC
LMP1 NFkB inh – inhibitors of Epstein-Barr LMP1-induced NF-kappaB reporter. LMP1-induced NF-kappaB luciferase reporter cells, luminescence. inhibition, % at 12.5 µM. actives 0.69% (n = 350,000). AID 504558; in the data active = inhibition above about 41%;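 note: 0% = neutral control wells and 100% = reference inhibitor control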
SRC1 inh – inhibitors of human steroid receptor coactivator 1 (SRC1); HEK293 GAL4-SRC1 luciferase reporter, luminescence; inhibition, % at 3.6 µM; Q15788; AID 588354; actives 0.12% (n = 360,000);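 active = inhibition above the campaign mean plus 3 SD, with each screening campaign given its own cutoff, cut at about 60% in these data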;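 note: 0% = DMSO treated cells and 100% = gossypol at 36 µM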
COUP-TFII inh – NR2F2 (human) inhibition, primary screen; HEK293T NGFI-A luciferase reporter, luminescence; actives 0.7% (n = 370,000); inhibition, % at 8.6 µM; AID 686940;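 active = inhibition above a per-plate cutoff, mean inhibition of test wells between control levels plus 3 SD, cut at about 38% in these data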;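 note: cells cotransfected with COUP-TFII expression vector driving the NGFI-A reporter; 0% = median of COUP-TF2 test wells and 100% = reporter-only cells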
TRAIL sens C8 – sensitizes caspase-8 expressing cells to TRAIL; AID 624354; NB7+C8 cells + TRAIL, ATPlite viability luminescence; actives 1% (n = 360,000); inhibition (viability loss, TRAIL sensitization), % at 10 µM;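 active = compounds causing at least 50% loss of cell viability in the single-dose screen, relative to plate controls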
TWEAK Fn14 block – TWEAK-Fn14 signaling inhibition | inhibition, % at 10 µM | AID 1159606 | actives 2% (n = 360,000) | TWEAK-stimulated Fn14 reporter cells, luciferase luminescence, 8 h; in the data active = inhibition above about 50%
KKLEB tox – CF airway cell cytotoxicity counter-screen; KKLEB CF airway cells viability, ATPlite luminescence, overnight; hits give low values; cells stimulated with P. aeruginosa culture filtrate; activity change (cytotoxicity), % at 5 µM; actives 0.36% (n = 360,000); AID 602141;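 active = corrected activity change at or below -50% at 5 µM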
CF NFkB block – cystic fibrosis NF-kB activation inhibition; KKLEB NF-kB-GFP reporter, PAF-induced, GFP fluorescence overnight; inhibition, % at 5 µM; actives 0.86% (n = 360,000);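 active = at least 50% inhibition at 5 µM, scaled per plate between neutral and stimulator controls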;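 note: PAF is a Pseudomonas aeruginosa culture filtrate used as stimulus; plate controls were PAF-stimulated DMSO wells for no effect and unstimulated DMSO wells for full effect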
NR5A2 inv ag – suppresses constitutive activity of human LRH-1 | O00482 | actives 0.13% (n = 360,000) | inhibition, % at 3.6 µM | HEK293T StAR-luciferase reporter, LRH-1 transfected, 24 h;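 active = inhibition above the mean inhibition of all tested compounds plus 3 SD, cut at about 73% in these data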;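 note: 0% = DMSO wells and 100% = reporter-only cells lacking LRH-1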
* marks the source's active call; other numbers are inactive results; nt = not tested or not shown.

SMILES | TROY NFkB inh | SRC2 inh | NCOA3 inh | LMP1 NFkB inh | SRC1 inh | COUP-TFII inh | TRAIL sens C8 | TWEAK Fn14 block | KKLEB tox | CF NFkB block | NR5A2 inv ag
O=C(O)Cn1cccc1C(=O)c1ccccc1 | -1 | nt | -1 | -16 | -3 | nt | -11 | 2 | 17 | 13 | -3
CC(C)NS(=O)(=O)c1ccc(NC(=O)C2CC3C=CC2C3)cc1 (centres undefined) | -14 | -1 | 3 | 2 | -26 | -16 | -8 | 2 | -4 | 7 | 4
Cc1nc2nc(C)c(NS(=O)(=O)c3ccc(C(C)(C)C)cc3)c(=O)n2[nH]1 | 7 | -16 | -2 | 0 | -16 | -5 | -11 | 13 | 18 | -10 | -2
CCOC(=O)N1CCN(C(=O)CS(=O)Cc2nc(-c3ccc(C)cc3)oc2C)CC1 (centres undefined) | -11 | -7 | -1 | 3 | -12 | -18 | 4 | 0 | -8 | -8 | -6
O=C(C[C@H]1C(=O)N(Cc2cccnc2)C[C@@H]1Cc1ccccc1)Nc1ccc(Br)cc1 | 1 | -4 | -7 | 4 | -28 | 6 | 21 | 14 | -15 | 10 | -1
COc1cccc(-c2c(C(=O)N/N=C/c3cccnc3)nnn2-c2nonc2N)c1 | -10 | -6 | 21 | -7 | 3 | -18 | 8 | -30 | 5 | -2 | -2
CC1(C(=O)NS(C)(=O)=O)CCN1C(=O)Cc1ccc(Cl)cc1Cl (centres undefined) | -5 | -42 | -14 | nt | 5 | 11 | -4 | -12 | 1 | -22 | -10
Cc1cc(CNC(=O)c2cccc([N+](=O)[O-])c2)c2ccccc2n1 | 11 | -3 | 19 | 4 | 14 | -6 | -10 | 22 | 0 | -10 | 8
CCCNC(=O)C(=O)Nc1ccc(N(C)C)cc1 | -15 | -28 | -67 | -18 | -124 | -51 | 2 | 14 | -2 | 0 | -74
COc1ccccc1-n1c(C)cc(C=O)c1C | -7 | 23 | 16 | 0 | -3 | -9 | 1 | -13 | 7 | 3 | 16
CC(=Nc1ccc(C)c(C)c1)C1=C(O)CSC1=O | -25 | -26 | -39 | -49 | -91 | -5 | 10 | -27 | -8 | 12 | -31
O=C(Nc1ncc(Cc2cc(Cl)ccc2Cl)s1)c1ccc([N+](=O)[O-])cc1 | 19 | 22 | 2 | 15 | 3 | 18 | 23 | 32 | 0 | 24 | 2
COC(=O)C1=C(C)NC(=S)NC1/C=C/c1ccccc1 (centres undefined) | -9 | -8 | 3 | -1 | 4 | 11 | -8 | -10 | 4 | 9 | -22
N#Cc1ccc(Cl)cc1NC(=O)COC(=O)c1cccc(S(=O)(=O)N2CCOCC2)c1 | 1 | 0 | 0 | -5 | -20 | -19 | 24 | -19 | -6 | 23 | 16
COc1ccc(C(=O)N2CCCC2)cc1S(=O)(=O)N1CCC(C)CC1 | nt | 22 | 5 | 3 | -2 | 15 | 5 | 11 | -18 | 0 | -5
COCCN(CC(=O)Nc1ccccc1C(F)(F)F)C(=O)/C=C/c1ccc2ccccc2n1 | -10 | -20 | 21 | 3 | -5 | -5 | -5 | 8 | -2 | 17 | 1
CCC(C)n1c(SC(C)C#N)nc2ccccc2c1=O (centres undefined) | -5 | -2 | 1 | 2 | -2 | -3 | -8 | 5 | -7 | 14 | -16
CC1Sc2ccc(C(=O)NCc3ccccc3Cl)cc2NC1=O (centres undefined) | -47 | -4 | 5 | -13 | 4 | 4 | -18 | -3 | 7 | 21 | 0
Cc1c(C(=O)C(=O)NCc2ccco2)c2ccccc2n1C | -2 | -13 | -8 | -6 | -12 | -16 | -4 | -18 | -7 | 11 | -12
O=C(O)c1ccc(CSc2nnnn2-c2ccc(F)cc2)cc1 | 7 | -2 | -8 | 0 | 18 | -2 | -6 | 31 | -6 | 11 | 2
O=C(Nc1ccc2c(c1)OCO2)c1cnc2n(c1=O)CCS2 | -46 | -69 | -81 | -18 | -47 | -36 | 19 | -17 | 6 | -8 | -13
CCCCn1c(N)c(N(CC)C(=O)Cc2ccc(S(=O)(=O)N3CCOCC3)s2)c(=O)[nH]c1=O | 11 | 4 | 4 | -3 | -2 | 1 | -5 | -9 | 0 | -15 | 6
COc1ccc(S(=O)(=O)Cc2ccc(C(=O)N3CCN(c4ccccc4F)CC3)o2)cc1 | 11 | 10 | 5 | 3 | 4 | 11 | -6 | -5 | 14 | -5 | 14
Cc1cc(NC(=O)c2cc(-c3ccccc3C)nc3ccccc23)no1 | -8 | 0 | 15 | -2 | 7 | 5 | -16 | 26 | 11 | -2 | 19
CCOC(=O)CSc1nc2ccc(N3CCOCC3)cc2c(=O)n1Cc1ccccc1 | -1 | -9 | -17 | 2 | -7 | 2 | 0 | 10 | -16 | -3 | -15
Cc1ccc(S(=O)(=O)N2CC3CCCN3c3ccc(C(F)(F)F)cc32)cc1 (centres undefined) | 3 | -7 | 20 | -1 | -10 | -3 | 1 | -3 | -19 | 5 | 12
CCN(CC)C(=O)c1cc2cc([N+](=O)[O-])ccc2s1 | -6 | -17 | -10 | 3 | -6 | -2 | -7 | 3 | 1 | 4 | 6
COC(=O)c1ccccc1S(=O)(=O)N1CCC(C(=O)OCC(=O)NC2CCCCC2C)CC1 (centres undefined) | 14 | 20 | 7 | 2 | -33 | 5 | -4 | 12 | 3 | -27 | 2
O=C(ONC1=NCCCCC1)c1cccc([N+](=O)[O-])c1 | -14 | -11 | 2 | 10 | 17 | -20 | 3 | -10 | -10 | 7 | 4
N#Cc1cn(-c2cccc(C(F)(F)F)c2)c(=O)[nH]c1=O | -1 | -5 | -2 | 11 | 1 | 3 | -5 | -46 | -5 | -2 | 14
O=C(Nc1ccc2c(c1)CCC2)c1cc(F)cc(F)c1 | -50 | -69 | -80 | -29 | -63 | -50 | 5 | -54 | 5 | -4 | -36
CC(CCCC(C)(C)O)NC(=O)c1ccc2oc(CCc3ccccc3)nc2c1 (centres undefined) | 0 | 4 | -17 | -6 | -7 | 7 | -2 | -4 | -5 | 14 | 4
COC(=O)N/N=C/c1cc(OC)c(O)c([N+](=O)[O-])c1 | 4 | -1 | 15 | -1 | -5 | 9 | 2 | -1 | 13 | 1 | 6
CC(C)N(Cc1nc2ccccc2c(=O)[nH]1)C(=O)c1ccc(NC(=O)CSc2nnnn2C)cc1 | -7 | -9 | 8 | -1 | -33 | 22 | -15 | 2 | 17 | -9 | 14
O=C(CNC(=O)c1ccc(Br)o1)Nc1cccc(S(=O)(=O)N2CCOCC2)c1 | -15 | -8 | 12 | -8 | -10 | 31 | 0 | -1 | 10 | -19 | 6
COc1ccc2c(c1)[C@H]1[C@H](CO2)[C@H](c2ccccc2)[C@]2(C)C(=O)Nc3ccc(Cl)cc3C(=O)N12 | 20 | -7 | -15 | -12 | 2 | 7 | 1 | 8 | -1 | 24 | 28
CCOC(=O)c1nn(-c2ccccc2C)c(=O)cc1OCC(=O)N1CCN(c2ccccc2)CC1 | 5 | 9 | -5 | 15 | -14 | 19 | 1 | 17 | 3 | -8 | 7
CCOC(=O)N1CCN(C(=O)COC(=O)CNC(=O)c2ccc(OCC)c(OCC)c2)CC1 | 0 | -3 | 0 | -9 | -8 | 0 | 2 | -6 | -4 | 8 | -5
CC(NC(=O)CCn1ccc2cc(S(=O)(=O)N3CCCC3)ccc21)c1ccccc1 (centres undefined) | 1 | -1 | 13 | -3 | -24 | 3 | -6 | 6 | 9 | -11 | 14
CCNC(=S)N(CCN(CC)CC)Cc1cc2cc3c(cc2[nH]c1=O)OCCO3 | 4 | 5 | -11 | 7 | -20 | -2 | -14 | 14 | 9 | -14 | -6
Cc1ccccc1-c1nnc(SCCOc2ccc3c(C)cc(=O)oc3c2)o1 | -10 | 20 | -1 | -17 | 8 | -4 | -4 | -10 | -9 | 2 | -6
CC(=O)c1ccc(N=Nc2c(C)[nH][nH]c2=O)cc1 | -24 | -95 | -6 | 3 | -64 | -22 | -7 | -23 | 4 | 4 | 3
COc1ccc(-c2ccc(-c3nnn(CC(=O)N4CCOCC4)n3)cc2)cc1 | -45 | -53 | -59 | -5 | -75 | -36 | 52* | -16 | -38 | 4 | -27
Cn1c(N)c(C(=O)c2ccc(Oc3ccccc3)cc2)c(=O)n(C)c1=O | -31 | -43 | -15 | -1 | -11 | 15 | -10 | -27 | 0 | 8 | 5
COc1ccccc1NC(=O)NCC1CC1(Cl)Cl (centres undefined) | -11 | -2 | -27 | 0 | -1 | -25 | 22 | -5 | 0 | -2 | -4
Cc1cccc(NC2=C(NCCO)C(=O)c3ccccc3C2=O)c1 | 11 | -19 | -18 | -4 | -19 | -18 | 6 | 24 | 1 | 1 | -35
O=C(C1CCN(S(=O)(=O)c2ccc(Cl)c(C(F)(F)F)c2)CC1)N1CCC1 | -21 | -16 | 24 | 5 | -5 | 2 | -6 | 22 | 4 | 10 | -1
CC1CCC(C(C)C)C(OCC(O)C[N+]2(C)CCCCC2)C1 (centres undefined) | 7 | 13 | 1 | -1 | -21 | 1 | 0 | -5 | 7 | -2 | 8
Cc1cccc(N2CCN(C(=O)C3CCC(=O)N(Cc4ccccc4F)C3)CC2)c1C (centres undefined) | 1 | 2 | -20 | 5 | 3 | 14 | -14 | -2 | 8 | -42 | -26
CCOc1ccc(-n2nc3c(=S)[nH]nc(C)c3c2C)cc1 | 13 | -4 | 15 | 1 | -3 | 23 | 0 | 5 | -3 | 32 | -13
COc1ccc(/C=N/NC(=O)c2nc(Cl)c(Cl)c(N)c2Cl)cc1COc1ccccc1F | -8 | 18 | 2 | -12 | -20 | 9 | 2 | -5 | -18 | 14 | -4
COc1ccc(CN2CCOCC2)cc1 | 1 | 0 | 0 | -2 | -39 | 4 | -6 | 18 | 8 | -9 | -2
CCc1ccc([C@@H]2C[C@H]3CN(Cc4ccccc4OC)C(=O)[C@]34CCCN24)cc1 | -6 | 27 | 0 | -13 | 15 | 4 | 17 | 13 | 13 | 6 | -3
Cc1ccc(CCC(=O)Nc2ccc([N+](=O)[O-])cc2)o1 | 2 | -6 | -1 | 17 | 6 | -18 | -5 | -5 | 1 | -3 | 2
CC1Cc2ccccc2N1C(=O)CNCCCN(C)C (centres undefined) | -6 | 15 | -3 | 4 | -24 | -2 | 0 | -7 | 8 | 1 | -1
CCC1CN(C(=O)NCc2ccccc2)c2ccccc2O1 (centres undefined) | -12 | -5 | -28 | 3 | -2 | 16 | 1 | -6 | 8 | -2 | 1

Part of the list above in order of heavy-atom count, ascending:
SMILES | TROY NFkB inh | SRC2 inh | NCOA3 inh | LMP1 NFkB inh | SRC1 inh | COUP-TFII inh | TRAIL sens C8 | TWEAK Fn14 block | KKLEB tox | CF NFkB block | NR5A2 inv ag
COc1ccc(CN2CCOCC2)cc1 | 1 | 0 | 0 | -2 | -39 | 4 | -6 | 18 | 8 | -9 | -2
CC1Cc2ccccc2N1C(=O)CNCCCN(C)C (centres undefined) | -6 | 15 | -3 | 4 | -24 | -2 | 0 | -7 | 8 | 1 | -1
CCC1CN(C(=O)NCc2ccccc2)c2ccccc2O1 (centres undefined) | -12 | -5 | -28 | 3 | -2 | 16 | 1 | -6 | 8 | -2 | 1
